Screening results: PubChem, Sanford-Burnham Center for Chemical Genomics
Rat MKP-3 inhibitors: MKP-3 phosphatase inhibitors, primary screen, biochemical, rat enzyme, in vitro (AID 425); recombinant MKP-3 phosphatase activity, fluorescence; higher % means a stronger effect; inhibition, % at 20 µM; hits with a dose series show IC50 in µM; 110,000 compounds, 0.17% hits; in the data active = inhibition above about 50%;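 note: plate controls were vehicle for no effect and reference inhibitor for full effect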
Hsp70 inhibitors: Hsp70 inhibitors, probe displacement, primary screen, biochemical, fluorescence polarization (AID 583) | Hsp70 fluorescence polarization probe displacement, mP; higher % means a stronger effect | displacement, % at 20 µM, or IC50 in µM where a hit was titrated | 140,000 compounds, 0.06% hits; in the data active = displacement above about 50%;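 note: plate controls were vehicle for no effect and reference ligand for full effect; a part of the inactive calls stands beside numbers as strong as those of hits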
Starred values were filed as active, the others as inactive; x = no result given; & = joins results of further samples. The list is partial; rates above refer to the full screens.

A first look, 6 compounds:
SMILES	Rat MKP-3 inhibitors	Hsp70 inhibitors
COc1ccc2c(c1OC)C(=O)N(c1ncn[nH]1)C2	-2.7%	2.4%
O=C1Nc2cc3c(cc2Sc2ccccc21)OCCO3	-2.5%	-3.3%
Cc1ccccc1-n1c(=O)cc(NCC2CCCO2)[nH]c1=O (centres undefined)	x	5.0%
O=C(Nc1ccc(Cl)c(Cl)c1)Nn1cnnc1	-2.6%	1.3%
CCc1ncc(C(O)c2ccccc2)n1C (centres undefined)	0.3%	-8.6%
CCOc1ccc(NC(=O)c2ccccc2CO)cc1	3.7%	8.1%

All compounds of this part (from the top)
SMILES	Rat MKP-3 inhibitors	Hsp70 inhibitors
COc1ccc2c(c1OC)C(=O)N(c1ncn[nH]1)C2	-2.7%	2.4%
O=C1Nc2cc3c(cc2Sc2ccccc21)OCCO3	-2.5%	-3.3%
Cc1ccccc1-n1c(=O)cc(NCC2CCCO2)[nH]c1=O (centres undefined)	x	5.0%
O=C(Nc1ccc(Cl)c(Cl)c1)Nn1cnnc1	-2.6%	1.3%
CCc1ncc(C(O)c2ccccc2)n1C (centres undefined)	0.3%	-8.6%
CCOc1ccc(NC(=O)c2ccccc2CO)cc1	3.7%	8.1%
Cc1ccc(/C=C/C(=O)NCc2ccc(F)cc2)cc1	2.4%	-6.0%
CC(C)NC(=O)CN(CCc1ccccc1)S(C)(=O)=O	-2.7%	-4.8%
COc1ccc(-c2cccc(C(=O)NCC(=O)O)c2)cc1	x	1.7%
CCOc1ccc(NC(=O)CSc2nnnn2CC(=O)O)cc1	-6.0%	-1.7%
COc1ccc2ccccc2c1CN1CCN(C(=O)c2ccccc2)CC1	-1.3%	1.0%
COc1ccc(NC(=O)NCc2ccccn2)cc1	x	7.3%
Cc1csc2c(=O)n3c(nc12)CCCCC3	2.6%	-4.2%
COc1ccccc1OCCSc1nnnn1-c1ccc(C)cc1	-1.7%	5.6%
Cc1ccc(P(=O)(CC(=O)O)c2ccc(C)cc2)cc1	-8.1%&0.2%	-1.7%&0.7%
CCOP(C)(=O)C(c1ccccc1)N(C)S(C)(=O)=O (centres undefined)	2.6%	-0.5%
CCCOc1ccc(C2C(C(=O)c3ccc(C)o3)=C(O)C(=O)N2Cc2cccnc2)cc1 (centres undefined)	-2.0%	-1.7%
O=c1c2ccccc2c2ccccc2c(=O)n1CC1CCCO1 (centres undefined)	-1.5%&2.1%	10.3%&1.4%
N#CC(c1ccc(Cl)cc1)c1ccc(Cl)nn1 (centres undefined)	x	-0.9%
CCOC(=O)C1=C(C)N(C)C(C)=C(C(=O)OCC)C1c1cccnc1	-4.7%	-1.1%
CCCC(C)NS(=O)(=O)c1ccc(OC)cc1 (centres undefined)	-3.5%	0.3%
COCCNC(=O)C(C)N(c1ccc(Oc2ccccc2)cc1)S(C)(=O)=O (centres undefined)	-4.7%	2.6%
CN1CCN(c2nc3c(c(=O)[nH]c(=O)n3C)n2CCSc2nc3ccccc3s2)CC1	-8.0%	8.8%
O=C(c1ccccc1F)N1CCCc2ccccc21	-0.8%	8.5%
CCOc1ccccc1NC(=O)CN(c1ccc(OC)cc1)S(C)(=O)=O	4.9%	-0.5%

Reprinted at random: 2 entries already listed
SMILES	Rat MKP-3 inhibitors	Hsp70 inhibitors
COc1ccc(-c2cccc(C(=O)NCC(=O)O)c2)cc1	x	1.7%
CCOc1ccc(NC(=O)CSc2nnnn2CC(=O)O)cc1	-6.0%	-1.7%

Later entries:
SMILES	Rat MKP-3 inhibitors	Hsp70 inhibitors
CC1CCN(c2nc3c(c(=O)n(C)c(=O)n3C)n2Cc2ccccc2)CC1	7.2%	2.7%
O=C(Nc1ccc(O)cc1)C1CC=CCC1 (centres undefined)	-17.0%	-2.4%
COCc1nnc(SCC(=O)Nc2cccc(Cl)c2C)n1-c1ccccc1	-4.1%	-4.1%
C=CCc1cc(/C=C2\C(=O)NC(=O)N(c3ccc(Br)c(C)c3)C2=O)cc(OC)c1O	0.7%	41.7%
O=C1Cc2ccccc2C(=O)N1Cc1ccccc1	x	-1.1%
COc1ccc(OC)c(-n2nnnc2SCC(=O)NCc2ccc3c(c2)OCO3)c1	-0.1%	-4.4%
CCN1C(=O)/C(=C\c2ccccc2OCc2cccc3ccccc23)SC1=S	-3.5%	-4.2%
CCCCc1nnc(NC(=O)C(C)Sc2nc(C)cc(=O)[nH]2)s1 (centres undefined)	x	0.1%
O=C(OCC(=O)N1CCN(C(=O)c2ccco2)CC1)c1cc(=O)c2ccccc2o1	-4.5%	-0.3%
Cc1ccc(C2=CSC3=NS(=O)(=O)CCN23)cc1C	x	3.1%
CN(C)C(CNS(=O)(=O)c1ccc(Br)cc1)c1cccnc1 (centres undefined)	-5.0%	1.4%
COCCn1c(SCc2nc3cc(OC)c(OC)cc3c(=O)[nH]2)nnc1-c1ccncc1	x	4.6%
O=C(Nc1ccc2ccccc2c1)c1ccc(-c2cccc(Cl)c2)o1	2.8%	-3.4%
CC1=C(C#N)c2nc(N)c(C#N)c(C)c2/C1=C\c1ccc(-c2ccc([N+](=O)[O-])cc2Cl)o1	-0.1%	-1.2%
COc1ccc(C(=O)Nc2ccc(S(=O)(=O)N3CCCC3)cc2)cc1I	7.0%	1.4%
Cc1cc(C)c2c3c(sc2n1)C(=O)N(C)CC(=O)N3	-3.8%	-1.1%
CCOC(=O)C1=C(C)N=C2SCC(=O)N2C1c1cccc(OC)c1OC (centres undefined)	-1.2%	4.7%
Cc1ccc(Nc2cnn(C34CC5CC(CC(CC(=O)O)(C5)C3)C4)c(=O)c2Cl)cc1	x	2.1%
CC1=C(C(=O)OCCCc2ccccc2)C(c2c(F)cccc2Cl)CC(=O)N1 (centres undefined)	2.8%	-1.7%
COc1ccc2nc(NC(=O)c3cc4c(s3)CCCC4)sc2c1	-3.7%	3.9%
CS(=O)(=O)N(CC(=O)Nc1ccccc1C(F)(F)F)c1cccc(Cl)c1	2.9%	-1.4%
O=C(CSc1nnc(-c2ccc(O)cc2)n1Cc1ccco1)N1CCc2ccccc2C1	-6.7%	-3.2%
O=C(NCCCN1CCN(Cc2ccccc2)CC1)C1CCN(S(=O)(=O)N2CCCC2)CC1	0.9%	-4.8%
c1cnc(-c2nnc3n2CCCCC3)cn1	1.0%	1.7%
O=C(Nc1cc([N+](=O)[O-])ccc1Cl)c1cc(-c2cccs2)nc2ccccc12	3.1%	0.8%
SMILES	Rat MKP-3 inhibitors	Hsp70 inhibitors
O=C1CC(N2CCN(c3ncccn3)CC2)C(=O)N1c1ccc(Br)cc1 (centres undefined)	-3.8%	-2.0%
OC(Cc1ccc2ccccc2n1)C(Cl)(Cl)Cl (centres undefined)	2.5%	-0.7%
O=C(NCc1ccccn1)c1c(O)c2cccc3c2n(c1=O)CC3	-3.0%	-2.7%
CCC(Oc1ccc2ccccc2c1)C(=O)O (centres undefined)	-8.5%	1.1%
CN(C1CCCCC1)S(=O)(=O)c1ccccc1	-0.2%	6.6%
c1ccc(Cc2nn[nH]n2)cc1	9.5%	-0.3%
NC(=O)C1(N2CCCCC2)CCN(C2CC(=O)N(Cc3ccc(N4CCCC4=O)cc3)C2=O)CC1 (centres undefined)	x	-0.6%
COc1ccc(CNC(=O)c2ccc3nccnc3c2)cc1	-4.2%	-5.4%
CCOc1ccccc1NC(=O)c1c(NC(=O)C(F)(F)F)sc2c1CCCCC2	-4.2%	7.6%
O=C(Cn1cc2c(n1)CCCCC2)N1CCCCC1	-1.5%	-3.6%
COc1ccccc1NCC(O)Cn1c2ccc(Cl)cc2c2cc(Cl)ccc21 (centres undefined)	7.4%	2.8%
O=C(Nc1cccc(O)c1)c1ccc(Br)c(S(=O)(=O)N2CCCCC2)c1	0.9%	1.4%
CC(=O)c1c(O)cc(C)n(Cc2ccccc2)c1=O	x	5.7%
COc1ccc(CCNC(=O)c2nnn(-c3ccccc3OC)c2N)cc1OC	-6.6%	-3.7%
COc1ccc(/C=C(\NC(=O)c2ccccc2)C(=O)NCc2ccncc2)cc1	2.5%	0.2%
Cc1cc(C)c2nc(C(F)(F)F)nc(N3CCN(C(=O)c4ccco4)CC3)c2c1	5.5%	2.5%
Cc1c(N=Nc2c(-c3ccc([N+](=O)[O-])cc3)[nH]n(C(N)=S)c2=O)cccc1[N+](=O)[O-]	7.01µM*	x
COc1ccc(C(=O)Nc2ccccc2C(=O)NCc2ccco2)cc1	2.6%	x
CN(C)C(=O)N1CCN(C(=O)N2CCOCC2)CC1	x	-1.2%
COc1ccccc1NC1=C(Cl)C(=O)N(c2ccc(C)cc2)C1=O	3.8%	3.7%
O=C(COc1ccccc1)Nc1ccc(Cl)c(-c2nc3ncccc3o2)c1	0.3%&4.9%	-0.2%&-0.1%
CC1(C)CC(=O)C2=C(C1)Nc1ccccc1N(C(=O)Cc1ccccc1)C2c1cccc(Cl)c1 (centres undefined)	4.4%	-1.6%
O=S(=O)(c1ccc(Cl)s1)N1CCN(C/C=C/c2ccccc2)CC1	-5.2%	106.6%
CCOc1ccccc1NC(=O)c1ccc(S(=O)(=O)N2CCOCC2)cc1	4.6%	0.9%
COC1CCCCC1NS(=O)(=O)c1ccc(Cl)cc1 (centres undefined)	-4.4%	4.3%
SMILES	Rat MKP-3 inhibitors	Hsp70 inhibitors
CCc1nnc(NC(=O)CSc2nnc(-c3ccoc3C)n2-c2cccc(C)c2)s1	-3.0%	1.7%
COC(=O)c1cc2c(cc1NC(=O)CSCCc1ccccn1)OCO2	-5.1%	14.9%
Nc1nc2ccc(C(=O)Nc3ccccc3)cc2s1	6.8%	-0.5%
CC1=C(C(=O)OCCC(C)C)C(c2ccc(Cl)cc2)NC(=O)N1 (centres undefined)	2.4%	-3.2%
CCCc1cc(=O)n2[nH]c(-c3cccc(C)c3)cc2n1	-0.2%	2.6%
O=S(=O)(c1ccc2ccccc2c1)N1CCN(c2ccccc2)CC1	0.0%	5.0%
Cc1ccc(S(=O)(=O)NC(=O)Nc2c(C)cccc2C)cc1	0.0%	1.9%
Nc1nc(SCC(=O)Nc2ccccc2Sc2ccc(Cl)cc2)n[nH]1	x	3.5%
COC(=O)C1=C2SC(C)C(=O)N2C(N)=C(C#N)C1c1cc(OC)c(OC)c(OC)c1 (centres undefined)	1.9%	-1.1%
Cc1ccc(/C(O)=C2\C(=O)C(=O)N(CCCC(=O)O)C2c2ccccc2[N+](=O)[O-])cc1 (centres undefined)	5.4%	-2.0%
Cc1ccc(-c2nc3ncccc3o2)cc1NC(=O)COc1cc(C)c(Cl)c(C)c1	-4.1%	-7.1%
Cc1cccc(OCCNc2nc3c(c(=O)n(C)c(=O)n3C)n2C)c1	-5.6%&1.6%	7.4%&-1.7%
COc1ccc(-n2nc3c(c2NC(=O)c2c(F)cccc2Cl)CS(=O)C3)cc1 (centres undefined)	1.7%	-2.7%
O=C(O)CCc1nc2ccc(O)cc2[nH]1	-2.2%	-0.4%
COC(=O)CCC(=O)NNC(=O)c1ccc(Cl)cc1Cl	3.7%	-4.3%
Cc1ccc(CSc2nc3c(c(=O)[nH]c(=O)n3C)n2CCC(C)C)cc1	-0.3%	0.7%
O=C(c1ccccn1)N(Cc1ccco1)C1(C(=O)NC2CCCC2)CCCCC1	x	2.7%
Cc1cccc(-n2c(O)c(C=Nc3ccccc3C)c(=O)[nH]c2=O)c1	0.1%	-5.6%
CC(Sc1nc2ccccc2n1C)C(=O)NC(c1ccccc1)c1ccccc1 (centres undefined)	4.4%	-1.4%&1.0%
CCOC(=O)Cc1csc(SCC(=O)Nc2cccc(Cl)c2)n1	x	6.5%
COc1cc(-c2nn3c(-c4ccccn4)nnc3s2)cc(OC)c1OC	-2.7%	6.0%
Cc1cc(C)nc(SCC(=O)Nc2ncc3c(n2)CC(C)(C)CC3=O)n1	-7.2%	-0.3%
COc1cc(C(=O)Nc2ccc([N+](=O)[O-])cn2)cc(OC)c1OC	3.3%	-0.8%
Oc1ccc2oc3c(c2c1/C=N/n1cnnc1)CCCC3	-6.0%	4.1%
CCOC(=O)C1=C(C)N=c2s/c(=C\c3ccc(N(C)C)o3)c(=O)n2C1c1cccs1 (centres undefined)	-13.0%	-7.1%

For convenience, 3 of the compounds above:
SMILES	Rat MKP-3 inhibitors	Hsp70 inhibitors
CCc1nnc(NC(=O)CSc2nnc(-c3ccoc3C)n2-c2cccc(C)c2)s1	-3.0%	1.7%
COC(=O)c1cc2c(cc1NC(=O)CSCCc1ccccn1)OCO2	-5.1%	14.9%
Nc1nc2ccc(C(=O)Nc3ccccc3)cc2s1	6.8%	-0.5%

Going on with the list:
SMILES	Rat MKP-3 inhibitors	Hsp70 inhibitors
Cc1nn(C)c(C)c1CN(C)C(=O)C1c2ccccc2Oc2ccccc21	x	-0.2%
c1cncc(-c2nc3ccccc3o2)c1	-10.9%	-5.1%
CCOC(=O)COc1c(Br)cc(/C=C(\C#N)c2nn(CCO)c(N)c2C#N)cc1OCC	1.9%	2.6%
Cc1ccc(NS(=O)(=O)c2ccc(C(=O)N3CCCN(C)CC3)cc2)cc1	-9.9%	0.2%
CC1=C(C(=O)OC2CCCC2)C(c2ccccc2[N+](=O)[O-])C2=C(CC(C)(C)CC2=O)N1 (centres undefined)	4.0%	1.2%
CSc1nc(-c2ccccc2)nc(N)c1C(C)=O	-3.4%	1.4%&0.8%
COc1ccc(Oc2nc3c(c(=O)n(C)c(=O)n3C)n2Cc2cccc(OC)c2)cc1	-6.5%	1.5%
CC(Oc1ccccc1Cl)C(=O)N(Cc1ccco1)C1CCS(=O)(=O)C1 (centres undefined)	-2.9%	1.7%
COCCNC(=O)C(=O)NCc1ccc(C)cc1	-2.0%	4.4%
CCN(CC)c1ccc(NC(=O)CCCOc2ccccc2)cc1	3.6%	0.5%
CCOc1ccccc1NC(=O)CSc1nnc2c(CC)c(C)nc(N)n12	-6.5%	0.5%
CC(C)(C)C(=O)NNC(=O)c1cc(Cl)ccc1O	1.6%	3.7%
Cc1cc(NC(=O)CCC(=O)N(Cc2ccco2)C2(C(=O)NC3CCCCC3)CCN(C)CC2)no1	0.0%	-0.8%
O=C(COC(=O)c1ccc2c(c1)OCO2)NCc1ccc(Cl)cc1	-2.1%	-2.8%
